# From PubChem BioAssay
# CDK5 p35 inh: inhibitors of human CDK5/p35 kinase, primary screen, biochemical, single concentration; Cyclin-dependent kinase 5 (Homo sapiens) + Cyclin-dependent kinase 5 activator 1 (Homo …; Recombinant CDK5/p35, ADP-Glo luminescence, 60 min; inhibition, % at 10 µM; 330,000 tested, 0.01% active;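 active means highest replicate inhibition of at least 50% and at least 75% of replicates reaching 50%; inconclusive means only one of the two criteria met; inactive means both criteria failed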;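 further: plate controls were DMSO neutral control for no effect and GW8510 at 10 µM for full effect; many of its hits are not listed in these tables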
# RTF Ca sens act: cardiac RTF calcium sensitivity activators, primary screen, biochemical, IANBD-TnC fluorescence, EC20 calcium; Troponin I, cardiac muscle (Homo sapiens) + Troponin T, cardiac muscle (Homo sapiens) + …; IANBD-labeled TnC RTF fluorescence at EC20 calcium; 0% EC20 calcium, 100% full calcium; activation, % at 7.2 µM; 340,000 tested, 0.24% active;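 active means activation above the mean over all tested compounds plus 3 SD, cut at about 30% in these data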;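 further: rise in fluorescence read as greater calcium sensitivity of cardiac thin filaments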
# SR-BI HDL uptake: inhibitors of SR-BI mediated HDL lipid uptake, primary screen, ldlA[mSR-BI] cells, fluorescence, single point; inhibition, % at 12.5 µM; Scavenger receptor class B member 1 (Mus musculus), Q61009; ldlA[mSR-BI] CHO cells, DiI-HDL uptake fluorescence, 3 h; AID 488896, 2010; 320,000 tested, 0.96% active;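 active means mean replicate inhibition of at least 70% and a set share of replicates each scoring 70 or more; inconclusive means meets just one of the two criteria; inactive means fails both criteria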;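 further: 0% = median of neutral control wells and 100% = median of positive control wells; values of inactives mirror those of a sister screen read the other way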
# SR-BI DiI-HDL act: activators of SR-BI mediated DiI-HDL uptake, primary screen, ldlA[mSR-BI] CHO cells, DiI fluorescence; 3 h; 100 = double the neutral-control signal; activation, % at 12.5 µM; 320,000 tested, 0.096% active; AID 504775, 2011;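 active means mean replicate activation of at least 60% and every replicate at or above 60%; inconclusive means mean or all-replicate condition met, but not both; inactive means mean below 60% and not all replicates reaching 60%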;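 further: 0% = median plate neutral-control signal and 100% = twice that signal; values of inactives mirror those of a sister screen read the other way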
#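 System: CHO ldlA[mSR-BI] cells / Medium: HEPES-buffered (25 mM, pH 7.4) F12 plus 0.5% BSA / Probe or stimulus: labelled HDL, 10 µg/mL / Doses: single compound concentration, delivered by pin transfer / Schedule: 3 h, 37 °C / Measured by: DiI fluorescence, bottom read / Measure: cell-associated DiI fluorescence as measure of HDL uptake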
# HTR5A ag ctr: HTR5A agonists in luminescence cell assay, primary screen, counter-screen for OPRM1-OPRD1 heterodimer agonist project, full-deck HTS; cell-based; activation, % at 9.3 µM; 340,000 tested, 0.61% active; AID 504692, 2011; in the data active means activation mostly above about 9.5%, no sharp cut-off; inactive means mostly below about 7.6%;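 further: 0% = cells with vehicle only and 100% = reference agonist; strong numbers were not always called active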
# Target sequence (P47898 whole entry, looked up): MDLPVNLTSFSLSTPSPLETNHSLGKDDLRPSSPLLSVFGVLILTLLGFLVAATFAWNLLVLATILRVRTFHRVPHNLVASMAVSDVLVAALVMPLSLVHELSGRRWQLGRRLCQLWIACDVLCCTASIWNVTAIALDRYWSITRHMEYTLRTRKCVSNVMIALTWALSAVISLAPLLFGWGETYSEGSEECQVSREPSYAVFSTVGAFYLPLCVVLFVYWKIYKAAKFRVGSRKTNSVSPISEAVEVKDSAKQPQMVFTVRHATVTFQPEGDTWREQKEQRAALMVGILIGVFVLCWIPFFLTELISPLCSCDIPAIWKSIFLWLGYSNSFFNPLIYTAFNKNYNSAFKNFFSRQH
# Rtt109 HAT inh: inhibitors of C. albicans Rtt109/Vps75 HAT, primary screen, biochemical, ThioGlo CoA-SH fluorescence, plate reader. purified Rtt109/Vps75, 4 h. 330,000 tested, 0.16% active. Histone acetyltransferase RTT109 (Candida albicans (strain SC5314 / ATCC MYA-2876)), …. AID 540336, 2011. inhibition, % at 34.9 µM;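 active means inhibition of at least 50% in every replicate; inconclusive means best replicate reaches 50% inhibition but some replicates fall short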
# Target sequence (Q5AAJ8 whole entry, looked up): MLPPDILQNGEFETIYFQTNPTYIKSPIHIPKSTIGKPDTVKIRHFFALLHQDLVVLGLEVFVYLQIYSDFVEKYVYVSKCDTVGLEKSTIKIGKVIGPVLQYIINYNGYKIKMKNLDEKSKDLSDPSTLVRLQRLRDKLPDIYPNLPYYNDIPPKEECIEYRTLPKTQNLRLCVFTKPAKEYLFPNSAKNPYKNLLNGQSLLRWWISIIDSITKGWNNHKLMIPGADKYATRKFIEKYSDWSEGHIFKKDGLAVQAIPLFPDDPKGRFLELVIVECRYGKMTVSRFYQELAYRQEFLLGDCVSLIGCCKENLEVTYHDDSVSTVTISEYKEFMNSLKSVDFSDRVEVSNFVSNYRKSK
# MITF act: activators of MITF-driven TRPM1 promoter reporter, primary screen, cell-based, SK-MEL-5, luciferase, single point. activation, % at 12.5 µM. SK-MEL-5 TRPM1-promoter luciferase, 24 h; % of positive control, neutral wells = 0. AID 588334, 2011. 300,000 tested, 0.75% active;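 active means mean activation of at least 80% with every replicate also reaching 80%; inconclusive means mean reaches 80% but some replicate falls short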;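 further: 0% = neutral control wells and 100% = parthenolide positive control wells; values of inactives mirror those of a sister screen read the other way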
# PvdQ inh: P. aeruginosa PvdQ acylase inhibitors, primary screen, biochemical, fluorescence, plate reader and imaging, single point; 340,000 tested, 0.063% active; PvdQ acylase [Pseudomonas aeruginosa LESB58]; AID 488965, 2010; purified PvdQ acylase; inhibition, % at 10 µM; in the data active means inhibition above about 30%, passing the limit was not always enough; inconclusive means no clear call, values can overlap the other calls;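 further: 0% = vehicle neutral wells and 100% = reference inhibitor wells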
# Wnt bcat act: Wnt/beta-catenin pathway activators, primary screen, cell-based, plate reader, single point | activation, % at 9.35 µM | 300,000 tested, 1.2% active | Wnt/beta-catenin reporter cell assay, activator; in the data active means activation above about 30%, passing the limit was not always enough; inconclusive means no clear call, values can overlap the other calls;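 further: 0% = neutral control wells and 100% = positive control wells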
# dFosB act: activators of delta FosB homodimer, primary screen, biochemical, fluorescence polarization, TAMRA-CDK5 oligo, single point | Protein FosB (Mus musculus), P13346 | purified delta FosB; percent of positive-control signal above neutral wells | 340,000 tested, 0.99% active | activation, % at 25 µM;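 active means mean activation above about 17%, with every replicate also reaching it, limit read from the data, passing the limit was not always enough; inconclusive means only one of the two conditions met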;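 further: fluorescence polarization rise as delta FosB binds a TAMRA Cdk5 AP-1 oligo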
# Target sequence (P13346 whole entry, looked up): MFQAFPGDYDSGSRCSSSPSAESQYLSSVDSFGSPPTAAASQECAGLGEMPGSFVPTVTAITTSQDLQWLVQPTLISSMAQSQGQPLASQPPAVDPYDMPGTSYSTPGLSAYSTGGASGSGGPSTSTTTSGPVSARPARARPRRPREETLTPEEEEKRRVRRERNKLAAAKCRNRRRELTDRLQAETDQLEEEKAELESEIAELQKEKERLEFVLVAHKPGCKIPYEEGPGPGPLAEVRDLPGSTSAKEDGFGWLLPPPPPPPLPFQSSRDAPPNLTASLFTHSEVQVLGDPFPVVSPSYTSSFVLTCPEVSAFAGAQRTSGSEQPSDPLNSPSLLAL
# An asterisk follows results filed as active; ? = inconclusive; · = no result given.
SMILES,CDK5 p35 inh,RTF Ca sens act,SR-BI HDL uptake,SR-BI DiI-HDL act,HTR5A ag ctr,Rtt109 HAT inh,MITF act,PvdQ inh,Wnt bcat act,dFosB act
COC(=O)CN1C(=S)N(c2ccc(Cl)cc2)C(=O)C1CC(=O)Nc1ccc(Cl)cc1 (configuration not stated),1.2,1,23,-23,5,17,-8,-14,·,-3
Cc1ccc(-c2nc(CN(Cc3c(C)nn(C)c3C)C(C)C)c(C)o2)o1,-1.0,8,-13,13,-1,-2,8,-8,-1,-5
CC(/C=N/NC(=O)c1cc(C(C)(C)C)[nH]n1)=C\c1ccccc1,0.6,6,31,-31,-1,-1,-4,-11,·,-22
CN(C)C(=O)c1ccc(NC(=O)c2cc(-c3ccco3)nc3ccccc23)cc1,0.0,-4,33,-33,3,-9,7,-9,-2,-29
O=C(Nc1ccc(NC(=S)NC(=O)c2cccs2)cc1)c1ccccc1,0.1,-2,14,-14,4,5,9,-10,·,7
COC(=O)Nc1ncc(CN2CCc3ccccc3C2)s1,0.3,-7,-5,5,-1,-4,6,-1,-1,-6
CN(C)CCNC(=S)Nc1ccc(-c2nc3ccccc3[nH]2)cc1,-4.4,13,-8,8,-1,2,49,-8,6,8
COc1cc(OC)cc(C(=O)n2nc(C)cc2C)c1,-1.6,1,·,·,2,0,-15,-11,-1,-4
O=C(c1cc2nc(C3CC3)cc(C(F)(F)F)n2n1)N1CCCC1,0.2,5,11,-11,-6,-1,8,-17,·,-9
O=C(/C=C/Nc1ccccc1OC(F)(F)F)C(F)(F)F,0.6,-2,9,-9,-1,6,14,-17,-2,-3
O=C(COC(=O)c1cc(C(F)(F)F)cc(C(F)(F)F)c1)NCc1ccc(Cl)cc1,-1.7,-5,-12,12,3,-9,5,-9,0,0
O=C1CN(C(=O)N[C@@H](Cc2ccccc2)C(=O)N[C@@H](Cc2ccccc2)C(=O)O)c2ccccc2N1,-1.8,3,1,-1,-1,-23,1,-13,0,-2
Cn1c(N)c(C(=O)c2ccc(F)cc2F)c(=O)n(C)c1=O,1.4,3,-34,34,-5,5,4,16,·,1
COc1ccc(CCNC(=O)COc2cccc(-n3cnnn3)c2)cc1,-1.0,4,-12,12,2,4,1,10,-1,1
O=C(O)CCC(=O)Nc1nc2ccccc2s1,0.2,-1,-17,17,-1,0,·,1,·,2
O=c1ccc(-c2ccc(S(=O)(=O)Nc3cccc(Br)c3)o2)n[nH]1,·,-4,-25,25,3,2,10,-6,-1,-2
COC(=O)c1[nH]c2cc(OC)ccc2c1NC(=O)CN1CCN(c2cccc(C)c2)C(C)C1 (configuration not stated),0.0,2,11,-11,2,13,-18,-9,-12,-7
COc1ccc(CN2CCC3CC2c2cc(-c4cccc(C)c4)ccc23)cc1 (configuration not stated),0.2,-4,-2,2,6,-2,6,-4,-1,?
Cc1ccc(S(=O)(=O)N(C)C)cc1NC(=O)CN1C(=O)NC2(CCCCCC2)C1=O,0.6,-4,-5,5,3,-3,2,2,-1,4
Cc1ccc(C(=O)NCC(=O)OCC(=O)Nc2cc(S(=O)(=O)N3CCOCC3)ccc2C)cc1,1.0,3,-28,28,-6,-2,1,-2,-2,-17
C/C(=N\NC(=O)c1nc2ccccn2c1C)c1cc2ccccc2o1,1.7,5,17,-17,-3,3,7,-1,1,-30
COc1cccc(NC(=O)CN(C)C(=O)COc2ccc3ccccc3c2)c1,-0.3,3,1,-1,8,13,-14,-5,·,-4
COc1ccc(/C=N/n2c(-c3ccco3)nc3ccccc3c2=O)cc1,-2.5,8,-13,13,1,-7,29,-7,·,-7
Cc1cc(NC(=O)CSc2cn(CCNC(=O)c3ccccc3)c3ccccc23)no1,0.6,-8,11,-11,12,5,2,-18,·,-10
O=C(N/N=C/c1ccccc1)c1sccc1OCc1ccc(F)cc1,0.1,-12,23,-23,-1,13,19,8,·,-16
CC(=O)c1cccc(N(CC(=O)NC2CCCCC2)C(=O)Cn2nnc(-c3ccccc3)n2)c1,2.6,6,·,·,3,-6,·,7,3,-7
Clc1ccccc1CSc1nnc(/C=C/c2ccccc2)o1,-0.3,0,-11,11,-5,-2,7,0,·,-5
Cc1cc(C(=O)Nc2sc3c(c2C#N)CCC(C)C3)cs1 (configuration not stated),4.2,1,75*,-75,-1,-9,68,7,30,-1
Cc1ccc(CNS(=O)(=O)c2cc3c4c(c2)CCN4C(=O)CC3)cc1,1.0,1,25,-25,1,·,11,-10,1,3
COc1cccc(/C=N/n2c(-c3n[nH]c4c3CCC4)n[nH]c2=S)c1O,1.5,2,-8,8,3,12,11,6,-5,-4
COc1cccc(C(=O)NC(C)c2cccc3ccccc23)c1OC (configuration not stated),0.8,0,4,-4,5,3,-2,-15,1,-12
Cc1[nH][nH]c(=O)c1C(c1c(C)[nH][nH]c1=O)c1cn(Cc2ccc(Cl)c(Cl)c2)c2ccccc12,-1.6,-19,10,-10,1,40,-38,-4,-2,-15
Cc1ccc(C)c(NC(=O)c2ccc3c(=O)n4c(nc3c2)CCC4)c1,2.2,0,1,-1,-5,-2,60,-15,27,-8
COCc1[nH]nc2c1C1(C(=O)N(C)c3ccccc31)C(C#N)=C(N)O2 (configuration not stated),0.9,15,-15,15,3,-8,·,-10,-7,2
Cc1nn(-c2ccccc2)c(NC(=O)c2cccs2)c(-c2ccc(Cl)cc2)c1=O,1.5,-1,-10,10,-2,-2,-4,5,·,-3
Cc1ccc2[nH]c(C(=O)Nc3ccc(F)cc3)cc2c1,0.3,0,22,-22,0,-2,70,-9,10,9
CC(=O)Nc1ccc(S(=O)(=O)NNC(=O)c2cccc(Br)c2)cc1,-3.0,0,-10,10,-7,1,2,7,-3,-3
c1ccc(-c2nnc(SCc3nc4ccccc4[nH]3)o2)cc1,3.5,-3,13,-13,1,0,-11,-9,-2,-8
O=C(O)c1ccc2c(c1)C(=O)N(c1cccc(C(=O)/C=C/c3ccccc3)c1)C2=O,2.3,6,-35,35,3,-2,3,-3,3,-7
CCOc1cc(-c2nnc(-c3ccco3)o2)cc(OCC)c1OCC,0.8,4,77*,-77,4,-18,-11,-12,·,-14
CCOC(=O)C1CCN(S(=O)(=O)c2ccc3c(c2)CCCN3C(C)=O)CC1,-0.4,11,·,·,0,1,-1,-6,·,-3
COc1ccc(N(CC(=O)Nc2ccc3c(c2)OCO3)S(=O)(=O)c2ccc(F)cc2)cc1,0.5,-2,-9,9,2,5,-1,17,-5,7
O=S(=O)(c1ccc(S(=O)(=O)N(Cc2cccs2)CC2CCCO2)cc1)N1CCCCC1 (configuration not stated),-5.5,0,17,-17,4,-2,-10,-13,·,0
Cc1cccnc1CN1CCN(C(=O)CCc2nnc(CCc3ccccc3)o2)CC1,2.3,2,14,-14,0,-2,27,-17,13,-3
CC1Sc2ccc(S(=O)(=O)CCC(=O)Nc3cc(F)ccc3F)cc2NC1=O (configuration not stated),-0.4,-7,·,·,-2,-12,-5,-20,2,-4
O=C(NNC(=O)c1cc(-c2ccccc2Cl)nc2ccccc12)c1csc(N2CCOCC2)n1,-3.7,-5,23,-23,-7,7,12,-9,-1,-9
O=C(OCc1cccc(Cl)c1)c1cc(S(=O)(=O)N2CCCCC2)ccc1N1CCOCC1,4.5,0,-23,23,-1,2,-10,-9,0,1
COc1cc(/C=N/n2cnnc2)ccc1OC(=O)c1ccncc1,-0.4,1,6,-6,0,-4,·,1,-3,1
CCCOC(=O)c1ccc(NC(=O)Oc2ccccc2)cc1,0.3,-1,-2,2,3,28,6,-1,0,0
CCc1ccc(C(=O)CSc2nc(C)cc(=O)[nH]2)cc1,0.5,3,-5,5,4,4,1,1,25,-8
COc1ccccc1CNC(=O)C(=O)Nc1nccs1,0.6,-3,-24,24,-3,13,-2,7,3,2
Cc1occc1C(=O)NNC(=O)c1ccc(S(=O)(=O)N(C)C)cc1,-0.7,6,14,-14,-3,1,7,-5,0,-7
c1cncc(-c2nc3ccccc3s2)c1,2.4,-1,-11,11,1,1,85*,13,?,-11
CCN(CC)CCCn1c2c(c(SCC(=O)Nc3nc(C)cs3)nc1=O)CCC2,-0.4,4,-48,48,-5,·,-6,-10,1,8
CCOC(=O)CC(NC(=O)c1cc2cccc(OC)c2oc1=O)c1ccc(OC)cc1 (configuration not stated),0.1,1,-16,16,-2,-3,59,-15,6,-5
Cc1c(C(C)CCCO)oc(=O)c2c1Oc1c(C)c(C(C)C[C@@H](C)O)oc(=O)c1C2 (some centres not stated),1.7,-4,11,-11,-1,4,-2,-13,2,8
CC(=O)Nc1ccc(SC[C@H](Cc2ccccc2)N2CC[C@@H](O)CCC2=O)cc1,0.7,-8,-19,19,0,3,9,-2,4,-6
Clc1nc(NC2CCCCC2)c2cn[nH]c2n1,1.1,-5,8,-8,3,4,17,-8,-1,-4
CCN1CCCc2cc(CN(CCN3CCOCC3)C(=S)Nc3cccc(C)c3)ccc21,-2.0,3,21,-21,-2,5,-5,-10,-4,1
Cc1nc(NC(=O)C2CC2)sc1C(=O)Nc1ccc(Br)cc1,-0.1,-8,19,-19,3,4,-2,-18,-1,3
# Additional structures:
SMILES,CDK5 p35 inh,RTF Ca sens act,SR-BI HDL uptake,SR-BI DiI-HDL act,HTR5A ag ctr,Rtt109 HAT inh,MITF act,PvdQ inh,Wnt bcat act,dFosB act
CC(C)(C)c1cc(CCC(=O)NCc2ccccn2)cc(C(C)(C)C)c1O,-0.1,-4,4,-4,-3,8,-2,10,-2,-3
COc1ccc2cc(C#N)c(SCC(=O)N3CC(=O)Nc4ccccc43)nc2c1,0.2,2,·,·,2,-8,8,1,·,-5
CC1=CC(C)(C)N2C(=O)C3(N=C(N)NC(Nc4ccccc4)=N3)c3cc(C)cc1c32 (configuration not stated),-0.5,0,-15,15,5,34,·,-15,·,12
NS(=O)(=O)c1ccc(NC(=O)N2c3ccccc3Sc3ccccc32)cc1,-1.6,6,14,-14,10,0,0,1,-2,3
